TAAR1 ag: human TAAR1 agonism | Q96RJ0 | CHO RD-HGA16 TAAR1, Fluo-8 calcium fluorescence; vehicle wells 0%, saturating PEA agonist 100% | activation, % at 3 µM | 360,000 compounds, 0.99% hits;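 active = activation above the mean activation of all test compounds in the run plus 3 SD, cut at about 38% in these data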
Target sequence (Q96RJ0 whole entry, looked up): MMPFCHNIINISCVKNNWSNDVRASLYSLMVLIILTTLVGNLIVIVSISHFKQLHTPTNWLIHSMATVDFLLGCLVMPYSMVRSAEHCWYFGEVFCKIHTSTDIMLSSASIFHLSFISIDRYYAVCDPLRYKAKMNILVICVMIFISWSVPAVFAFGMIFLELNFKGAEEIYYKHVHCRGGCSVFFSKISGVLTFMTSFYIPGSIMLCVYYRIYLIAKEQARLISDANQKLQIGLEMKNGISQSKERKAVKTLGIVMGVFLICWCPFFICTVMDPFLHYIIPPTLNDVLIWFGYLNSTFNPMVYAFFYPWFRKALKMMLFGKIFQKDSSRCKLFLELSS
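Test system: RD-HGA16 (CHO) cells co-expressing Gα16 and hTAAR1 / Benchmarks: DMSO vehicle as 0%, PEA at EC100 as 100% / Repeats: no replicates (n 1) / Measure: % activation from peak over basal fluorescence ratio, DMSO-to-PEA scaled / Timing: 17-24 h plating, Fluo-8 75 min 37 °C, 30 min RT / Technique: kinetic Fluo-8 calcium fluorescence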
CHO-K1 Ca ag: nonselective activator or artifact in parental CHO-K1 cells; Fluo-8 calcium fluorescence; scaled to maximal ATP response, vehicle zero; activation, % at 3 µM; 360,000 compounds, 0.48% hits; AID 602248; in the data active = activation above about 15%;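 note: untransfected CHO-K1 host cells lacking M1 receptor as counterscreen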
M1 PAM: potentiates human M1 receptor response to acetylcholine. P11229. CHO-K1 hM1, Fluo-8 calcium fluorescence, ACh EC20; 0% = ACh EC20, 100% = maximal ACh. activation, % at 3 µM. 360,000 compounds, 0.088% hits. AID 588819; in the data active = activation above about 19%, passing the limit was not always enough
Target sequence (P11229 whole entry, looked up): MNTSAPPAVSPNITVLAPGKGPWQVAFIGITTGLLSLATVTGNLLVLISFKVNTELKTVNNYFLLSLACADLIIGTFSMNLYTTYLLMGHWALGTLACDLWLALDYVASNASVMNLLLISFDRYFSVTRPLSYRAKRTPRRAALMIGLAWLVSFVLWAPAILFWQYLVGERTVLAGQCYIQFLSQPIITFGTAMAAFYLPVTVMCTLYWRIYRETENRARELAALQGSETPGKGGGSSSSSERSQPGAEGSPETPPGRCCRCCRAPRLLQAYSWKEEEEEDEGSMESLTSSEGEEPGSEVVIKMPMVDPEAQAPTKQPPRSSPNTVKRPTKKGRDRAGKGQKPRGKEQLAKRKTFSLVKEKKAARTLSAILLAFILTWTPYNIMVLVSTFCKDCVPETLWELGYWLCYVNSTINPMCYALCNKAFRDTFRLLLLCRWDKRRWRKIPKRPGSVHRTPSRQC
CHO-K1 Ca antag: M1 antagonist counterscreen hit in parental CHO-K1 cells; inhibition, % at 3 µM; 360,000 compounds, 0.6% hits; AID 602250; ATP-induced calcium, Fluo-8 fluorescence;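 active = inhibition above a per-plate cutoff, the plate's mean sample inhibition plus 3 SD, cut at about 24% in these data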;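 note: 0% = DMSO plus EC80 ATP and 100% = DMSO alone without ATP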
M1 antag: antagonists of human M1 muscarinic receptor; inhibition, % at 3 µM; 360,000 compounds, 1.3% hits; P11229; CHO-K1 hM1, Fluo-8 calcium fluorescence, ACh EC80 antagonist;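 active = percent inhibition above its own plate's cutoff, namely the mean of that plate's compound wells plus 3 SD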;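 note: peak over basal fluorescence ratio during 140 s after agonist addition; 0% = ACh EC80 plus DMSO and 100% = DMSO alone without agonist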
TAAR1 antag: antagonists of human TAAR1; CHO RD-HGA16 TAAR1, Fluo-8 calcium fluorescence, antagonist; inhibition, % at 3 µM; 360,000 compounds, 1.5% hits; AID 624466;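 active = inhibition above a per-plate cutoff, the mean inhibition of test compounds on that plate plus 3 SD, cut at about 49% in these data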;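 note: 0% = DMSO plus EC80 beta-PEA response and 100% = DMSO alone without agonist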
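Assay system: RD-HGA16 CHO cells with stable hTAAR1 and Gα16 / Reagent: EC80 β-phenethylamine stimulus / Doses: 3 µM, single point / Timing: dye loading 75 min at 37 °C, then 30 min room temperature / Measured by: Fluo-8 intracellular calcium dye fluorescence, real-time kinetic reads / Controls: vehicle wells and EC80 agonist wells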
CHO parental Ca: counter-screen for OX1R antagonists: effect in parental CHO cells; parental CHO-K1, ATP-induced calcium, Fluo-8 fluorescence; inhibition, % at 5.6 µM; 330,000 compounds, 0.63% hits; AID 463079;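 active = inhibition above that plate's mean sample inhibition plus 3 SD, cut at about 26% in these data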;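 note: 0% = ATP-challenged DMSO wells and 100% = DMSO wells without ATP; some compounds past the cut are filed as inactive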
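material = parental CHO cells | also added = ATP as calcium-mobilizing challenge | dosing = single point at 5.6 µM | detection = intracellular calcium via Fluo-8 no-wash fluorescent dye | read-out = % inhibition | benchmarks = low control ATP plus DMSO, high control DMSO only | repeats = one well per compound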
M1 PAM parental: M1 PAM counterscreen hit in parental CHO-K1 cells | ATP EC20, Fluo-8 calcium fluorescence; 0% at ATP EC20, 100% at ATP max | activation, % at 3 µM | 360,000 compounds, 0.02% hits;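 active = activation above the run cutoff, the mean activation of all test compounds plus 3 SD, cut at about 40% in these data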;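 note: peak over basal fluorescence ratio in a 140 s read after ATP addition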
M1 ag: activates human CHRM1 receptor | CHO-K1 hM1, Fluo-8 calcium fluorescence, agonist mode; 0% DMSO, 100% acetylcholine EC100 | activation, % at 3 µM | 360,000 compounds, 0.33% hits;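 active = activation above the run's mean compound activation plus 3 SD, cut at about 16% in these data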;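 note: peak over basal fluorescence ratio within a 140 s kinetic read after compound addition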
An asterisk follows results filed as active; / = not tested or not shown.

structure	TAAR1 ag	CHO-K1 Ca ag	M1 PAM	CHO-K1 Ca antag	M1 antag	TAAR1 antag	CHO parental Ca	M1 PAM parental	M1 ag
COc1ccc(-n2c(O)c(/C=N/n3cnnc3)c3ccccc3c2=O)cc1	5	0.4	6	2	-6	6	0	11	0
O=C(O)CC1C(=O)NCCN1CCCc1ccccc1 (stereo not given)	7	0.1	3	-7	-4	-3	-7	13	-2
COCCN1C=C2C(=O)C(C)(OC(=O)C3CCCC3)C(=O)C(c3ccccc3)=C2C=C1CCCC(=O)OC (stereo not given)	5	-0.2	4	-11	1	-11	-2	10	-7
Cn1c(=O)c2c(ncn2CC(=O)N/N=C/c2cn[nH]c2-c2ccc(F)cc2)n(C)c1=O	1	0.6	14	-3	-20	2	-2	8	-4
Cc1nc(SCC(=O)N2CCCc3ccccc32)c2oc3ccccc3c2n1	0	0.3	-2	-4	4	-28	-12	-7	-3
CN1C(=O)CSc2ccc(NC(=O)N3CCc4ccccc43)cc21	20	6.1	-2	-12	-6	56*	0	12	-9
CCC(c1nnc(SCC(=O)N(C)c2ccccc2)n1Cc1ccccc1)N(C)C (stereo not given)	1	3.0	5	2	-3	1	-19	9	-4
O=C(CN1CCN(c2ccccn2)CC1)N1CCc2ccccc21	1	1.2	4	2	-6	9	-4	-1	-9
CC(=O)N1N=C(c2cccc([N+](=O)[O-])c2)OC1c1ccccc1Cl (stereo not given)	12	0.7	9	-8	-10	-11	-8	28	-5
CCN1CCN(c2ccc(S(=O)(=O)N3CCCCC3)cc2NC(=O)c2ccc(F)cc2)CC1	6	1.6	-5	11	12	10	-21	-4	-9
COc1ccc(N2CC(O)=C(c3nc(-c4ccc(F)cc4)cs3)C2=N)cc1Cl	3	-0.3	14	-14	-14	2	-5	14	-1
CCn1c2nc(SCCN3CCOCC3)nnc2c2cc(C)cc(C)c21	1	0.2	-3	-8	2	0	-27	10	-11
C=CCn1c2[n+](c3ccccc3c1=O)CCCCC2	2	0.0	7	-7	-8	-16	-12	11	-5
CCOC(=O)c1cnc(SC)nc1Sc1ccc(Cl)cc1Cl	10	-0.5	5	10	-4	7	-10	-5	0
O=S(=O)(c1ccccc1)N1CCC(n2cnc3ccccc32)CC1	6	3.4	10	0	-14	-10	-33	5	-3
Cn1c(=O)c2c(nc(NCc3ccco3)n2CC(O)CO)n(C)c1=O (stereo not given)	3	0.1	7	-14	-3	-6	15	18	0
CNCC(O)COc1cccc(OC)c1 (stereo not given)	0	1.3	1	-7	-2	-14	-5	17	-6
O=C(/C=C/c1cn(-c2ccccc2)nc1-c1cccnc1)NCCN1CCOCC1	8	2.1	1	0	8	13	-11	-11	-4
CCN(CC)S(=O)(=O)c1ccc2c(c1)nc(CCC(=O)OCc1c(C)noc1C)n2C	0	-0.3	1	-1	10	3	-7	-6	-5
CCCC[n+]1ccn(-c2nc3ccccc3nc2[N-]S(=O)(=O)c2ccc(Br)cc2)c1	4	-0.6	16	-3	-12	-5	-17	-16	0
CCN(c1ccc(OC)cc1)S(=O)(=O)c1ccc2c(c1)NC(=O)CS2	1	0.6	6	-10	-2	1	-1	16	-1
CN(CC(=O)O)S(=O)(=O)/C=C/c1ccccc1	2	0.7	4	-14	2	2	-7	20	-7
Cc1ccc2c(CN(Cc3ccccc3)Cc3ccccc3)cc(=O)oc2c1	3	0.3	-8	-15	-16	4	/	7	0
Cc1nnc(NC(=O)c2nc(S(=O)(=O)Cc3ccccc3C)ncc2Cl)s1	-1	0.7	14	-10	-13	-12	-8	6	0
C=CCNC(=S)N1CCN(Cc2ccccc2)CC1	5	1.0	7	-20	-12	-1	-3	11	-4
CS(=O)(=O)N(CC(=O)N1CCN(Cc2ccccc2)CC1)c1ccc2c(c1)OCCO2	2	1.0	5	-7	-12	6	0	12	-4
CCCNC(=O)CN(C)CC(=O)Nc1ccccc1C#N	1	0.6	4	-11	-4	-2	-5	22	-2
COc1ccc(N2CCN(C(=O)C3CCN(S(=O)(=O)c4ccccc4)CC3)CC2)cc1	6	1.4	7	4	-2	1	-19	11	-8
Cc1ccccc1C(=O)Nc1cccc(NC(=O)c2ccc(F)cc2)c1	4	5.4	5	-6	-2	1	-25	4	-1
CCCCOc1cccc(C(=O)Nc2ccc(N3CCN(CC)CC3)cc2)c1	5	5.4	-25	-7	75*	-9	-21	7	-6
CCN(CC)S(=O)(=O)c1cccc(C(=O)N2CCCCC2)c1	4	-0.3	4	-4	-2	-1	-8	12	-1
CCCCCn1c2nc3ccccc3nc2c2c(=O)n(CC(C)C)cnc21	/	0.1	4	-3	-2	/	-6	8	-4
COc1ccc(Cl)cc1NC(=O)c1ccoc1C	-1	-0.1	-2	-8	5	-6	-25	3	-5
C[C@H](NS(=O)(=O)c1c(Cl)cccc1Cl)C(=O)NNC(=O)COc1ccccc1F	1	0.3	4	-21	-4	-3	-7	12	-1
CCn1cc(C(=O)O)c(=O)c2cc(F)c(N/N=C/c3ccccc3[N+](=O)[O-])cc21	0	0.4	6	-6	0	2	-3	10	-2
COc1cc(OC)cc(C(=O)NNC(=O)CNC(=O)c2cccs2)c1	3	0.0	3	-2	4	-18	0	2	-1
COc1ccc(NS(=O)(=O)c2cccc(C(=O)N(C)Cc3cccs3)c2)cc1	8	2.7	3	-3	7	-12	-6	-18	3
O=C(c1ccc(Cl)cc1Cl)N1CCC(c2nc3c(nnn3Cc3ccco3)c(=O)[nH]2)CC1	5	1.2	2	-11	1	-4	-26	20	-1
C[C@H]1CCC2[C@](C)(CO)[C@@H](O)CC[C@]2(C)[C@@]12CCC(CO)(CCO)O2 (stereo not given in full)	2	0.9	-6	-2	9	0	1	4	-1
Nc1nnc(SCC(=O)OCC(=O)NC2CCCCC2)s1	-1	0.0	0	2	5	15	4	-22	-2
CCOc1ccc(NC(=O)CSc2nc3ccccc3c(=O)n2CCCC(=O)NCC2CCCO2)cc1 (stereo not given)	1	0.1	11	-7	-10	-5	-2	6	1
COc1ccc(/C(C)=N/N=C(N)N)c(OC)c1	1	0.9	18	-3	-19	-18	-8	10	-4
CCNc1nc(NCC)n2c(SCC(=O)Nc3ccc(F)cc3)nnc2n1	1	0.9	6	-7	-23	-15	-1	22	-3
O=C1NC[C@@H](CCCCN2C[C@H](Cc3ccc(O)cc3)N(Cc3ccccc3)C(=O)C2=O)N(CC2CCCCC2)C1=O	4	0.6	/	-9	/	-9	/	-7	/
O=C(O)CC1(CC(=O)Nc2ccc(C(F)(F)F)cc2)CCCC1	0	0.6	3	-8	-6	-13	0	28	-1
O=C(NCCc1ccccc1Cl)C1CCC(=O)N(Cc2ccc(Cl)cc2)C1 (stereo not given)	5	1.2	-2	2	3	-16	-18	-24	-4
CN(C)/C=N/S(=O)(=O)c1ccc(Cl)cc1	2	0.0	5	-8	-8	12	0	2	-4
Cc1cc(C(=O)N2CCc3ccccc32)ccc1[N+](=O)[O-]	-2	0.5	3	-8	-6	8	/	16	-4
COC(=O)c1cc(S(=O)(=O)Nc2cc(OC)cc(OC)c2)cn1C	1	1.4	11	0	-5	4	6	21	1
COc1ccc(CC2(C)OC(c3ccc(C)cc3)=NN2C(C)=O)cc1 (stereo not given)	1	-0.2	-7	-3	5	3	-35	-2	-8
CC(C)CNS(=O)(=O)c1cc(C(=O)OC2CCOC2=O)c(Cl)cc1Cl (stereo not given)	2	6.3	2	3	-2	-10	-21	12	-5
Nc1nccc2c1ncn2C1OC(CO)C(O)C1O (stereo not given)	1	0.4	4	-5	-8	-24	/	-5	-4
CCOC(=O)CN(C(=O)CSc1nnc(-c2ccc(OC)c(OC)c2)o1)c1ccccc1	2	0.8	4	-5	-6	-3	-7	12	-4
CCOC(=O)c1nc2ccccc2s1	-1	-0.2	2	-18	-1	1	-5	18	-4
CC(=O)Nc1ccc(NC(=O)C(C)OC(=O)C2CCCCC2)cc1 (stereo not given)	0	0.1	4	0	6	12	-18	-1	-2
CC(C)OC(=O)c1cccc(C(=O)Oc2ccc(Br)cc2)n1	0	0.5	-4	0	13	-9	-2	-5	-6

Ten structures from above, sorted by number of heavy atoms, largest number first:
structure	TAAR1 ag	CHO-K1 Ca ag	M1 PAM	CHO-K1 Ca antag	M1 antag	TAAR1 antag	CHO parental Ca	M1 PAM parental	M1 ag
CS(=O)(=O)N(CC(=O)N1CCN(Cc2ccccc2)CC1)c1ccc2c(c1)OCCO2	2	1.0	5	-7	-12	6	0	12	-4
CCn1cc(C(=O)O)c(=O)c2cc(F)c(N/N=C/c3ccccc3[N+](=O)[O-])cc21	0	0.4	6	-6	0	2	-3	10	-2
Cc1nc(SCC(=O)N2CCCc3ccccc32)c2oc3ccccc3c2n1	0	0.3	-2	-4	4	-28	-12	-7	-3
CCNc1nc(NCC)n2c(SCC(=O)Nc3ccc(F)cc3)nnc2n1	1	0.9	6	-7	-23	-15	-1	22	-3
COc1cc(OC)cc(C(=O)NNC(=O)CNC(=O)c2cccs2)c1	3	0.0	3	-2	4	-18	0	2	-1
CC(=O)N1N=C(c2cccc([N+](=O)[O-])c2)OC1c1ccccc1Cl (stereo not given)	12	0.7	9	-8	-10	-11	-8	28	-5
CC(C)OC(=O)c1cccc(C(=O)Oc2ccc(Br)cc2)n1	0	0.5	-4	0	13	-9	-2	-5	-6
Nc1nccc2c1ncn2C1OC(CO)C(O)C1O (stereo not given)	1	0.4	4	-5	-8	-24	/	-5	-4
COc1ccc(/C(C)=N/N=C(N)N)c(OC)c1	1	0.9	18	-3	-19	-18	-8	10	-4
CN(C)/C=N/S(=O)(=O)c1ccc(Cl)cc1	2	0.0	5	-8	-8	12	0	2	-4

Rows were taken by chance; about 4.4% have a hit in one of these screens.
